# High-throughput results deposited in PubChem BioAssay by Sanford-Burnham Center for Chemical Genomics.
# NALP3 yeast inh – NALP3 inhibition in yeast; actives 0.39% (n = 330,000); inhibition, % at 10 µM; Yeast reconstituted NLRP3/ASC/caspase-1, beta-gal luminescence, 24 h; AID 2825;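 active means inhibition of 50% or more; inactive means inhibition below 50%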;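 further: plate controls were induced DMSO wells for no effect and uninduced yeast grown without galactose for full effect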
# beta cell repl – MIN6 beta-cell proliferation induction; proliferation, % at 10 µM; actives 0.29% (n = 330,000); MIN6 cells proliferation, ATPlite luminescence, 48 h; cells starved in 0.2% serum; 100% = growth in 10% serum; AID 2380;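 active means compounds whose signal lies at least 3.5 SD above the mean of all wells on their plate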;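 further: 0% = DMSO-treated cells in low-serum medium and 100% = 10% serum control; some compounds called inactive have numbers as strong as hits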
# mIAP act – mouse IAP activation; muIAP, CDP-Star luminescence, 30 min; active compounds read high; 1 = vehicle-only enzyme signal, 0 = enzyme-free wells; actives 0.24% (n = 330,000); activation factor at 10 µM;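 active means activation factor of at least 2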; further: the source names both 10 and 20 µM as test concentration; values of inactives mirror those of a sister screen read the other way
#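 System: mouse IAP enzyme. Reagent: CDP-Star chemiluminescent phosphatase substrate. Benchmarks: DMSO wells, no-enzyme wells. Times: 30 min enzyme-substrate-compound incubation at room temperature. Detection: luminescence from enzymatic CDP-Star hydrolysis. Doses: test compounds delivered from DMSO solution.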
# mIAP inh – mouse IAP inhibition. purified mouse IAP, CDP-Star luminescence, 30 min. actives 0.2% (n = 330,000). inhibition, % at 10 µM. AID 2806;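 active means inhibition of at least 40% at 10 µM in the primary screen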;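 further: plate controls were DMSO with enzyme for no effect and no enzyme wells for full effect; values of inactives mirror those of a sister screen read the other way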
# hIAP block – blocks human intestinal alkaline phosphatase | P09923 | purified IAP, CDP-Star luminescence, 30 min | inhibition, % at 10 µM | actives 0.12% (n = 330,000) | AID 2544;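 active means inhibition reaching a set limit with compound at 10 µM in the primary screen, cut at about 35% in these data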;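 further: plate controls were DMSO wells with enzyme for no effect and no-enzyme buffer wells for full effect; values of inactives mirror those of a sister screen read the other way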
# Target sequence (P09923 whole entry, looked up): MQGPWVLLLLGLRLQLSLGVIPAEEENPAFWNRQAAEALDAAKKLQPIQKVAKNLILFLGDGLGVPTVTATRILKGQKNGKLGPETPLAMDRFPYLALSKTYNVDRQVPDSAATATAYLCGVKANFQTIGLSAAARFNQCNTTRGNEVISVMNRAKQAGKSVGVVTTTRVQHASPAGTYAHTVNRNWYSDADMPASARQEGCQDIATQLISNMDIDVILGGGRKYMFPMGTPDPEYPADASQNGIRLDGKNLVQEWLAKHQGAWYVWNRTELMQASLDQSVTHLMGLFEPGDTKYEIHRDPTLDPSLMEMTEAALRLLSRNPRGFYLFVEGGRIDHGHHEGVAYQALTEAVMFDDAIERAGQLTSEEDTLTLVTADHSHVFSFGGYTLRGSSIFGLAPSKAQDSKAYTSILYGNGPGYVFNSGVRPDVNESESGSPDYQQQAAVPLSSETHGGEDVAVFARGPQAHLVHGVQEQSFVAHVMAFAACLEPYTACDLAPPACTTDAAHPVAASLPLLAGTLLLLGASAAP
# TIM10 inh – growth inhibitors of TIM10 yeast strain. inhibition, % at 10 µM. S. cerevisiae TIM10 strain growth, BacTiter-Glo luminescence, 24 h. actives 1.4% (n = 330,000);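 active means inhibition of 40% or more at the single tested concentration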;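 further: wild-type TIM10 isogenic control strain grown at permissive 25 °C; 0% = DMSO yeast wells and 100% = minimal medium wells without yeast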
# A3A deaminase – inhibitors of human APOBEC3A DNA deaminase; actives 0.41% (n = 330,000); inhibition, % at 20 µM; AID 493011; P31941; recombinant A3A, FAM/TAMRA ssDNA deamination fluorescence;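 active means at least 40% inhibition at 20 µM here, with at most 30% in a related deaminase screen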;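 further: plate controls were A3A with DMSO for no effect and wells lacking A3A enzyme for full effect; some results filed as inactive read as strong as hits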
# tim10-1 inh – tim10-1 yeast growth inhibition | S. cerevisiae tim10-1 ts strain growth, BacTiter-Glo, 24 h | inhibition, % at 20 µM | actives 2.2% (n = 330,000) | AID 463190;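 active means inhibition of at least 40%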;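 further: mutant grown at 25 °C; 0% = DMSO wells with yeast and 100% = wells holding no yeast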
# A3G deaminase – APOBEC3G (human) deaminase inhibition | Q9HC16 | recombinant A3G, ssDNA deamination FAM/TAMRA fluorescence | inhibition, % at 20 µM | actives 0.28% (n = 330,000);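 active means inhibition of at least 40% at 20 µM, with no more than 30% in the related APOBEC3A deaminase screen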;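 further: plate controls were DMSO wells with A3G for no effect and wells lacking A3G enzyme for full effect; some compounds called inactive have numbers as strong as hits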
# Target sequence (Q9HC16 whole entry, looked up): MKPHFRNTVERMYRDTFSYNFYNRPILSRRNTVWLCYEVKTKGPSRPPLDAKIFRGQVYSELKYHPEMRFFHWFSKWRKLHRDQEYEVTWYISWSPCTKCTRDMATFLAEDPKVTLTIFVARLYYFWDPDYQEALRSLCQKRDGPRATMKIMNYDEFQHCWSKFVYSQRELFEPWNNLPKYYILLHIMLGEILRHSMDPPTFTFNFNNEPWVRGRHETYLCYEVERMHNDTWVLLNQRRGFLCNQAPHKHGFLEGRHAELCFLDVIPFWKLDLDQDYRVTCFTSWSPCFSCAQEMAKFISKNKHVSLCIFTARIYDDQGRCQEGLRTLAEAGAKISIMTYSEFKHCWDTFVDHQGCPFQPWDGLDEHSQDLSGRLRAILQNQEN
# Active calls of the source: *.
1	c1ccc(-c2nnc(OCC3CCCO3)c3ccccc23)cc1 (stereo not drawn)
2	CCOC(=O)c1cn2nc(SCc3ccccc3)nc2nc1C
3	COc1ccc(OCc2cn3c(C)cc(C)nc3n2)cc1
4	O=C(COC(=O)c1ccc(F)cc1F)NCCC1=CCCCC1
5	O=C(CSc1nnc(NC(=O)c2ccco2)s1)Nc1cccc(F)c1
6	CC(=O)N1c2ccc(S(=O)(=O)N3CCCC(C(=O)NC4CCCC(C)C4C)C3)cc2CC1C (stereo not drawn)
7	O=C(CN1CCCC1)Nc1cccc(Cl)c1
8	CCOC(=O)c1nnc(-c2cccs2)nc1NC(C)C

entry no.,1,2,3,4,5,6,7,8
NALP3 yeast inh,-10,20,6,11,15,0,6,22
beta cell repl,1,-2,-2,4,4,-3,-2,2
mIAP act,0.94,0.99,0.89,1,0.99,1,0.94,0.94
mIAP inh,6,1,12,-4,1,-4,6,6
hIAP block,4,-19,-2,5,-11,23,-12,1
TIM10 inh,-6,0,-4,14,1,8,-8,23
A3A deaminase,-1,-2,2,2,-3,-3,-5,2
tim10-1 inh,12,-12,5,13,4,7,18,47*
A3G deaminase,-2,-1,-4,-1,-6,-6,-7,3

9	Cc1ccc(Nc2nc(NCCO)c3ccccc3n2)cc1C
10	CCOC(=O)CNC(=O)CSc1ncnc2c1cnn2-c1ccc(C)cc1
11	COc1cc(C2NC(=O)NC(C)=C2C(=O)OC2CCCCC2)cc(Br)c1O (stereo not drawn)
12	O=C(COc1ccc(Br)cc1)Nc1nc(-c2cccnc2)cs1
13	O=C1c2ccccc2C(=O)c2c(NCc3cccnc3)cccc21
14	CCOC(=O)N1CCN(C(=O)CSc2nc3ccccc3c(=O)n2-c2ccccc2)CC1
15	CC(C)(C)C(=O)N(Cc1ccc(Cl)cc1)Cc1cccnc1
16	CCS(=O)(=O)Nc1cccc(C2=NN(S(=O)(=O)c3ccccc3)C(c3ccco3)C2)c1 (stereo not drawn)

entry no.,9,10,11,12,13,14,15,16
NALP3 yeast inh,1,12,3,8,5,33,23,-6
beta cell repl,-4,-1,0,-3,-3,0,1,-1
mIAP act,1,1.1,0.98,0.9,0.86,1.1,0.99,1.1
mIAP inh,-5,-5,2,10,14,-6,1,-5
hIAP block,-6,9,1,-2,20,9,7,-3
TIM10 inh,27,12,13,-19,30,-1,-19,10
A3A deaminase,2,3,-1,6,2,1,-1,4
tim10-1 inh,16,11,20,-23,40,12,-56,-8
A3G deaminase,1,1,-1,-1,-3,12,-5,-4

17	O=C(NCCc1ccc2c(c1)OCCO2)c1ccc(F)cc1
18	C[C@@H]1CCC(=O)N(CC[C@H](N=[N+]=[N-])c2ccccc2)CC1
19	O=C(c1cc(C2CC2)nn1-c1ccccc1)N1CCN(S(=O)(=O)c2c(F)cccc2F)CC1
20	Cc1ccc(C)c(N2CCN(C(=O)CCCn3ncn4c(cc5occc54)c3=O)CC2)c1
21	CCN1CCN(C(=O)CSc2cc(=O)n(C)c3ccccc23)CC1
22	COCCNC(=O)c1cc(-c2ccc(OC)c(OC)c2)on1
23	Clc1ccc(OCCSc2ncccn2)c(Br)c1
24	COc1ccc(NS(=O)(=O)c2ccc(N3CC(O)=C(c4ccccc4)C3=N)cc2)cc1

entry no.,17,18,19,20,21,22,23,24
NALP3 yeast inh,25,18,26,3,12,0,42,7
beta cell repl,0,1,-4,0,0,1,-2,-3
mIAP act,0.91,1,0.96,0.95,0.96,1,1,0.98
mIAP inh,9,0,4,5,4,-5,-2,2
hIAP block,-7,26,6,-27,-10,0,9,-2
TIM10 inh,-6,9,12,7,-8,-9,-6,3
A3A deaminase,1,-4,-5,-5,-1,0,2,5
tim10-1 inh,-11,15,22,32,10,11,5,-1
A3G deaminase,-2,-6,-10,-4,-4,-5,-4,1

25	N#C/C=C1/NC(=O)c2ccccc2S1
26	CCCCOc1ccc(NC(=O)CN2CCN(CC)CC2)cc1
27	COc1cc(C(=O)NCc2nnc(SCC(=O)N3CCCC3)o2)cc(OC)c1OC
28	CC(C)N(C(=O)[C@H]1CC(CC(=O)NCCc2ccccn2)C(=O)N2CCc3c([nH]c4ccccc34)[C@]12C)C(C)C (stereo partly drawn)
29	CCCc1cc(=O)oc2c(CN3CCCC3)c(O)ccc12
30	CC(=O)c1cccc(NC(=S)NC2CCCCC2)c1
31	CCOC(=O)C1=C(CC)Nc2ccccc2N=C1NC(=O)Nc1ccc(Cl)c(Cl)c1
32	O=c1oc2ccccc2c(NC2CCCCC2)c1NS(=O)(=O)c1ccc(Br)cc1

entry no.,25,26,27,28,29,30,31,32
NALP3 yeast inh,35,16,6,5,-9,11,10,6
beta cell repl,-6,0,0,0,-3,-2,-5,-6
mIAP act,1,0.9,1,1,0.96,1,1.7,0.97
mIAP inh,-1,10,-3,-4,4,-2,-71,3
hIAP block,-4,17,-8,-1,0,-3,14,-38
TIM10 inh,6,-6,-5,15,1,14,70*,1
A3A deaminase,-3,-5,-9,-1,-3,1,1,-1
tim10-1 inh,5,-6,-1,3,-3,30,79*,15
A3G deaminase,-8,-6,-6,-4,-4,0,-2,-3

33	COc1cccc(CNC(=O)CCC(=O)N2CCOCC2)c1
34	S=C(NCc1cccs1)Nc1ccccc1
35	CC(C)c1nnc(NC(=O)CC(C)c2ccccc2)s1 (stereo not drawn)
36	Cc1cc(Cl)ccc1OCC(=O)Nc1ccccc1CO
37	CCOc1ccc(S(=O)(=O)NN)cc1
38	CCOC(=O)C1CCCN(c2oc(-c3ccc(OC)cc3)nc2C#N)C1 (stereo not drawn)
39	CC(C)n1ncc2c(C(=O)NCCc3ccc(S(N)(=O)=O)cc3)cc(C3CC3)nc21
40	COc1ccc(CN(C)S(=O)(=O)c2ccc3c(c2)OCCO3)cc1

entry no.,33,34,35,36,37,38,39,40
NALP3 yeast inh,22,-1,21,32,-4,17,17,33
beta cell repl,5,-2,1,-1,-1,0,-4,-4
mIAP act,0.99,1.1,0.99,1,1,0.88,0.99,1.2
mIAP inh,1,-15,1,0,-4,12,1,-19
hIAP block,18,-18,17,-13,-9,12,-7,10
TIM10 inh,-10,6,18,-47,-12,24,-3,17
A3A deaminase,-2,-2,-3,-1,3,-1,-3,3
tim10-1 inh,1,32,0,10,-17,22,5,47*
A3G deaminase,-7,0,-2,-2,6,-5,-8,15

41	O=C(Nc1ccc(CN2CCCCC2)cc1)c1ccc2c(c1)OCO2
42	CC(C)n1c(O)c(N=NC(=O)CNC(=O)CCc2ccccc2)c2ccccc21
43	COc1ccc(NC(=O)c2ccccc2Oc2ccccc2)cc1
44	COC(=O)c1ccc(N2CCN(C(C)=O)CC2)c(NC(=O)COc2ccccc2C)c1
45	O=C(Nc1cc(S(=O)(=O)N2CCOCC2)ccc1N1CCOCC1)c1cn2ccccc2n1
46	Cc1nn2c(-c3ccc(S(=O)(=O)N4CCN(C)CC4)o3)nnc2c2ccccc12
47	CCOc1ccc(-n2cnc3scc(-c4ccc(OC)c(OC)c4)c3c2=O)cc1
48	COc1cc(C(=O)NCc2ccccc2)ccc1OC(F)F

entry no.,41,42,43,44,45,46,47,48
NALP3 yeast inh,0,5,22,-17,-10,19,17,4
beta cell repl,0,0,-3,2,3,0,2,-1
mIAP act,1.1,0.96,1,0.88,0.95,1.1,1,1
mIAP inh,-8,4,-1,12,5,-6,0,-3
hIAP block,-2,-9,-1,-2,5,15,10,-4
TIM10 inh,-2,-18,0,-7,9,10,41*,-8
A3A deaminase,-3,0,-2,-5,-3,1,0,2
tim10-1 inh,6,-3,11,22,6,10,36,-9
A3G deaminase,-9,-1,-3,-8,-7,-1,0,1

# Profiles as entered above. Values in the order: NALP3 yeast inh	beta cell repl	mIAP act	mIAP inh	hIAP block	TIM10 inh	A3A deaminase	tim10-1 inh	A3G deaminase
# `COc1cc(C(=O)NCc2ccccc2)ccc1OC(F)F` in the list: 4	-1	1	-3	-4	-8	2	-9	1
# `O=C(Nc1cc(S(=O)(=O)N2CCOCC2)ccc1N1CCOCC1)c1cn2ccccc2n1` in the list: -10	3	0.95	5	5	9	-3	6	-7
# `CCOc1ccc(-n2cnc3scc(-c4ccc(OC)c(OC)c4)c3c2=O)cc1` in the list: 17	2	1	0	10	41*	0	36	0
# `COc1ccc(NC(=O)c2ccccc2Oc2ccccc2)cc1` in the list: 22	-3	1	-1	-1	0	-2	11	-3
# `O=C(Nc1ccc(CN2CCCCC2)cc1)c1ccc2c(c1)OCO2` in the list: 0	0	1.1	-8	-2	-2	-3	6	-9

# The listing continues:
49	Cc1cc(C)c(S(=O)(=O)n2ccc(-c3ccc(OCCN(C)c4ccccn4)cc3)n2)c(C)c1
50	Cc1ccc(S(=O)(=O)N2CCC(C(=O)OCC(=O)N3CCCC(C)C3)CC2)cc1C (stereo not drawn)
51	CC(=O)N1CCc2c(sc(NC(=O)c3ccc(S(=O)(=O)N(C)C)cc3)c2C#N)C1
52	CCN(CC)S(=O)(=O)c1ccc(-c2nnco2)cc1
53	Cc1cc(C)n2ncc(-c3cccc(Br)c3)c2n1
54	CNC(=O)CN(C)S(=O)(=O)c1ccc(OC)c(Cl)c1
55	C#CCOC(=O)Nc1ccc(OCC(F)(F)F)nc1
56	CCOC(=O)c1ccc(NC(=O)C2CCC(CNc3c(N4CCOCC4)c(=O)c3=O)CC2)cc1 (stereo not drawn)

entry no.,49,50,51,52,53,54,55,56
NALP3 yeast inh,3,18,19,-6,51*,16,14,1
beta cell repl,-1,2,3,-3,1,-1,-1,-1
mIAP act,0.91,0.89,0.92,1,1.1,1,0.92,1
mIAP inh,9,11,8,-3,-11,0,8,0
hIAP block,-3,15,-2,3,1,6,9,-15
TIM10 inh,11,10,3,-3,-5,7,4,0
A3A deaminase,-1,-1,1,0,2,-2,1,-4
tim10-1 inh,16,5,0,12,25,-2,-2,-12
A3G deaminase,-4,-11,-7,-4,1,-7,-2,-8

57	C=CCn1c(COc2ccccc2)nnc1SCC(=O)NCC(=O)OCC
58	NC(=O)C1(N2CCCCC2)CCN(Cc2ccc(F)cc2)CC1
59	N#CC1(c2ccccc2)CCCN1C(=O)c1ccc(Br)o1 (stereo not drawn)
60	Cc1cc2oc(=O)sc2cc1NS(=O)(=O)c1ccccc1
61	COc1ccc(Cl)cc1C(=O)NC(=S)Nc1cc(-c2nc3ccccc3[nH]2)ccc1C
62	Cc1cc(=O)c2cc(Br)ccc2n1CC(=O)NCc1ccccc1
63	CC(=O)c1cccc(N(CC(=O)NC2CCCCC2)C(=O)CNC(=O)c2cccs2)c1
64	COCCNc1nc(CSc2ccccc2)nc2sc(C)c(C)c12

entry no.,57,58,59,60,61,62,63,64
NALP3 yeast inh,6,7,10,9,5,7,1,26
beta cell repl,-3,-2,1,-4,-4,0,0,0
mIAP act,1.2,1.1,1,0.92,0.83,1,0.98,0.94
mIAP inh,-18,-5,-1,8,17,-4,2,6
hIAP block,2,15,-21,6,-30,12,-2,10
TIM10 inh,-3,11,10,9,14,17,-9,19
A3A deaminase,-6,1,2,-3,-2,-2,-4,-3
tim10-1 inh,12,16,10,-22,17,12,11,25
A3G deaminase,-4,-2,-2,-11,0,-1,-1,0

# Compounds were not picked by outcome; 4.6% or so of the library scored in one or more.
